# MCF10A rereplic: A quantitative high throughput screen for small molecules that induce DNA re-replication in MCF 10a normal breast cells; Potency, µM (series often up to 46.1 µM), inactives show at the top dose activity, positive = re-replication, actives largely listed as activators; AID 624296, 2012; actives 2.9% (n = 350,000); MCF 10A DNA re-replication, Hoechst nuclear intensity, 48 h; further: potency means the concentration at half of the fitted maximal effect; % of control where 0% means no effect; nearly all actives have a fitted effect of over 50% in size
# S2 tox: Viability Counterscreen for Primary qHTS for Inhibitors of ATXN expression | AID 651635, 2014 | actives 0.49% (n = 400,000) | Potency, µM (highest dose often 56.7 µM), actives largely listed as cytotoxic | S2 cells (HEK-293 line with an ATXN2-luciferase reporter) viability, CellTiter-Fluor protease fluorescence, 24 h; further: potency means the concentration at half of the fitted maximal effect; nearly all actives have a fitted effect of over 40% in size
# SW480 rereplic: A quantitative high throughput screen for small molecules that induce DNA re-replication in SW480 colon adenocarcinoma cells; SW480 DNA re-replication, Hoechst DNA content imaging, 48 h; Potency, µM (highest dose often 46.1 µM), inactives show at the highest dose re-replication activation, hits mostly activators; actives 1.8% (n = 340,000); AID 624297, 2012; further: potency means the concentration at half of the fitted maximal effect; % of control where 0% means no effect; nearly all actives have a fitted effect of over 55% in size
#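 Hoechst fluorescence of nuclei (405 nm excitation, 500-530 nm emission) measured by plate-scanning imager after 48 hr compound exposure at 37 C; re-replication scored as increased number of nuclei with elevated intensity.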
# KB-V1 cytotox: qHTS assay for MDR1-selective chemotherapeutics: Primary screen using the drug-selected MDR subline cells KB-V1 | KB-V1 MDR cells viability, CellTiter-Glo, 72 h | Potency, µM (series often up to 46.1 µM), for inactives: at the top dose activity change, negative = cytotoxicity, most hits filed as cytotoxic | actives 3.4% (n = 400,000) | AID 1347076, 2019; further: potency means the concentration at half of the fitted maximal effect; on the % scale 0 is the no-effect control and ±100 the full control effect; nearly all actives have a fitted effect of over 60% in size
#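 qHTS viability screen in drug-selected KB-V1 MDR cells: 72 h compound treatment at 37 degrees C, ATP luminescence end point.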
# KB-3-1 tox: qHTS assay for MDR1-selective chemotherapeutics: Primary screen using the parental adenocarcinoma cell KB-3-1; Potency, µM (titrated, usually from 46.1 µM), inactives show top-dose activity change, negative = cytotoxic, actives largely listed as cytotoxic; KB-3-1 viability, CellTiter-Glo ATP luminescence, 72 h; AID 1347075, 2019; actives 1.4% (n = 400,000); further: potency means the concentration at half of the fitted maximal effect; on the % scale 0 is the no-effect control and ±100 the full control effect; nearly all actives have a fitted effect of over 60% in size
#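 Cells are dispensed, compounds pinned in, plates held at 37 °C for 72 h, then CellTiter-Glo is added and luminescence read after 10 minutes. Cell line: parental KB-3-1 in phenol-red-free DMEM, 10% FBS.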
# HT1080 IDH1KD tx: qHTS for induction of synthetic lethality in tumor cells producing 2HG: qHTS for the HT-1080-IDH1KD cell line. Potency, µM (doses to about 46.1 µM), without a hit: at the highest dose activity, negative = toxicity, actives largely listed as cytotoxic. actives 2% (n = 360,000). HT-1080 IDH1 knockdown viability, ATP luminescence, 48 h. AID 686971, 2013;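 further: potency means the concentration at half of the fitted maximal effect; 0% = DMSO wells and -100% = cell-free medium wells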
#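 HT-1080-IDH1KD cells (IDH1 knocked down), 750/well in RPMI with 5% FBS, treated with compound 48 h at 37 degrees C. Viability by CellTiter-Glo luminescence, normalised to DMSO and no-cell wells; concentration-response curves classed.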
# HT1080NT lethal: qHTS for induction of synthetic lethality in tumor cells producing 2HG: qHTS for the HT-1080-NT fibrosarcoma cell line; HT-1080-NT fibrosarcoma viability, CellTiter-Glo ATP luminescence, 48 h; Potency, µM (highest dose often 46.1 µM), for inactives: at the top dose activity, negative = less viability, usual class: cytotoxic; actives 1.6% (n = 360,000); AID 686970, 2013;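 further: NT is the 2HG producing partner of a matched IDH1 knockdown line; potency means the concentration at half of the fitted maximal effect; 0% = DMSO-treated cells and -100% = media-only wells without cells; nearly all actives have a fitted effect of over 55% in size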
#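 Viability of the 2HG-overproducing fibrosarcoma line after 48 hours of compound exposure at 37 degrees C was determined by luminescence with CellTiter-Glo, and concentration-effect curves were then fitted and categorized.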
# IL1B secr inh: qHTS for Inhibitors of Inflammasome Signaling: IL-1-beta AlphaLISA Primary Screen; THP-1 LPS/ATP IL-1B secretion, AlphaLISA, 16 h; active compounds read low; activity change, % at 57.5 µM; actives 4.7% (n = 360,000); AID 743279, 2014; in the data active means activity change below about -50%; inconclusive means mostly about -30% to -49%; further: on the % scale 0 is the no-effect control and ±100 the full control effect
#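 Secreted IL-1B measured by AlphaLISA bead assay after 16 h compound exposure of THP-1 cells; compounds (final up to 57.5 uM) added 1 h before LPS (250 ng/mL) and ATP (1.25 mM) stimulation; lower signal means less secretion.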
# ATXN2 expr inh: Primary qHTS for Inhibitors of ATXN expression | HEK-293 ATXN2-luciferase reporter, luminescence, 24 h | Potency, µM (titrated, usually from 57 µM), for inactives: at the highest dose activity change, negative = inhibition, usual class: inhibitors | actives 0.72% (n = 360,000) | AID 1745845, 2022; further: potency means the concentration at half of the fitted maximal effect; on the % scale 0 is the no-effect control and ±100 the full control effect; nearly all actives have a fitted effect of over 55% in size
#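 ATXN2-luciferase reporter cells (luciferase flanked by upstream and downstream ATXN2 gene portions) were treated 24 h at 37 °C with compounds at up to 57 uM. SteadyGlo luminescence gave expression; GF-AFC fluorescence gave viability.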
# An asterisk follows results filed as active; i = inactive; ? = inconclusive; . = not tested or not shown; & = joins results of further samples; [ ] = another dose, or the depositor's remark. Unless noted, the call rests on the fitted dose curve; in most records, active means well fitted curve in the direction sought with a large enough effect; inconclusive means small, poorly fitted or top-dose-only effect, or another doubt; inactive means no such curve, though single readings can be large; an effect the other way counts as inactive or inconclusive.
SMILES,MCF10A rereplic,S2 tox,SW480 rereplic,KB-V1 cytotox,KB-3-1 tox,HT1080 IDH1KD tx,HT1080NT lethal,IL1B secr inh,ATXN2 expr inh
CCCCCn1c(=O)c(C(=O)c2ccccc2)nc2ccccc21,-1%,i,-5%,12µM*,?,3%,1%,-8,-6%
COc1ccc(C(=O)Nn2cnnc2)cc1OC,0%,i,0%,11%,16%,?,17%,12,-11%
CCOC(=O)COc1c(Cl)cc(C2NC(=S)NC(c3ccccc3)=C2C(C)=O)cc1OC (stereo unspecified),-1%,i,-1%,1%,-5%,-7%,-6%,-95*,5%
O=c1c2ccccc2nc(SCc2nc(-c3ccccc3)no2)n1-c1ccc(F)cc1,?,i,1%,?,-25%,0%,9%,-10,-13%
CCCC(=O)Nc1c(C)nn(C(=O)CCC)c1C,1%,i,-1%,5%,1%,2%[9.24 µM],0%,21,4%
Cc1ccc(NC(=O)c2[nH]cnc2C(=O)NN)cc1,0%,i,0%,0%,0%,3%,-3%,-6,.
Cc1cc(C)n(-c2ccc(C(=O)OCC(=O)N(CC(C)C)C3CCS(=O)(=O)C3)cc2)n1 (stereo unspecified),3%,i,-1%,5%,5%,11%,12%,4,27%
CCOc1cc([N+](=O)[O-])cc(/C=C2/NC(=O)N(Cc3ccccc3F)C2=O)c1O,16%,?,-3%,?,6%,-20%,-29%,-14,-31%
CCn1c(CSc2nnc(C)n2-c2ccccc2)nc2cc(S(=O)(=O)N(C)C)ccc21,5%,i,-14%,-1%,-4%,2%,12%,17,-2%
CCCNC(=O)N(CCOC)CC1CCCN(C2Cc3ccccc3C2)C1 (stereo unspecified),9%,i,-12%,-36%,0%,-3%,-3%,20,5%
Cc1ccccc1NC(=O)Cc1nc(COC(=O)c2nc(Cl)ccc2Cl)cs1,-2%,i,-1%,0%,13%,-4%,0%,2,.
CCOc1ccc(C(=O)NCC(=O)OCC(=O)N2CCC(C)CC2)cc1,-5%,i,0%,0%,3%,8%,2%,-1,4%
O=C(Nc1ccccn1)c1ccc(Cl)c(S(=O)(=O)N2CCCCCC2)c1,-23%,i,-28%,-6%,-18%,-14%,-19%,-29,-19%
Cc1c(NC(=O)C(C)OC(=O)/C=C/c2ccco2)c(=O)n(-c2ccccc2)n1C (stereo unspecified),-2%,i,-8%,0%,-4%,7%,4%,6,11%
CCOC(=O)c1ccc(Nc2nc(C)cc(=O)[nH]2)cc1,-12%,i,2%,-5%,-7%,1%,10%,9,8%
CCOC(=O)c1c(C2CC2)csc1NC(=O)CSCc1c(C)noc1C,?,i,4%,?,-9%,-8%,-13%,-2,-6%
COc1cc(C2c3c(oc4cc(C)c(C)cc4c3=O)C(=O)N2CCCN2CCOCC2)ccc1O (stereo unspecified),.,i,.,-11%,2%,.,.,.,2%
O=S(=O)(c1ccc(Cl)c(C(F)(F)F)c1)N1CCN(CC(O)COCC2CCCO2)CC1 (stereo unspecified),?,i,-1%,-3%,-4%,-5%,-16%,-2,-3%
Cn1ccsc1=NC(=O)c1ccc([N+](=O)[O-])o1,7.3µM*,i,9.2µM*,?,?,-21%,-19%,-29,-5%
CCc1nc(SCc2cc(=O)c3cc(F)ccc3[nH]2)n[nH]1,.,i,.,0%,0%,.,.,.,14%
C/C(N)=C(/C#N)C(=O)COC(=O)CCC1CCCC1,20%,i,-8%,14%,20%,10%,12%,18,-8%
C1=CC2c3ccccc3NC(c3ccncc3)C2C1 (stereo unspecified),15%,?,-2%,-23%,1%,-1%,-6%,-107*,17%
O=S(=O)(Nc1ccc(-c2ccc3nncn3n2)cc1)c1cccc(F)c1,15%,i,-8%,-20%,17%,-12%,0%,6,0%
CCCCC[C@H]1CN(CCCC)C(=O)[C@@H]1CC(=O)NCc1ccc(OC)cc1,8%,i,-13%,?,0%&-13%,11%,2%,-21,-21%
CCN(C(=O)Cn1c(C(=O)OC)cc2oc3ccccc3c21)c1cccc(C)c1,.,i,.,-8%,-1%,.,.,.,?
Cc1ccccc1C(=O)NCC(=O)c1ccccc1,8%,i,16%,0%,-3%,-1%,0%,?,.
Cc1cc(NC(=O)CSc2nnc(Nc3ccccc3C)s2)no1,1%,i,?,-1%,19%,7%,3%,45,2%
COc1ccc(CCNC(=O)CCNC(=O)c2ccco2)cc1,-2%,i,?,?,-5%,2%,3%,13,1%
CCN1CCN(C(=O)c2ccc(OC3CCN(CCc4ccccc4)CC3)cc2)[C@@H](C)C1=O,4%,i,1%,-1%,-1%,10%,5%,i,2%
CC(=O)N(C(C)=O)S(=O)(=O)c1ccc(N=NN2CCCCC2)cc1,0%,?,-4%,?,5%,17%,12%,3,-9%

# 6 compounds picked at random from the list so far, as already listed:
SMILES,MCF10A rereplic,S2 tox,SW480 rereplic,KB-V1 cytotox,KB-3-1 tox,HT1080 IDH1KD tx,HT1080NT lethal,IL1B secr inh,ATXN2 expr inh
Cc1ccccc1C(=O)NCC(=O)c1ccccc1,8%,i,16%,0%,-3%,-1%,0%,?,.
CCN1CCN(C(=O)c2ccc(OC3CCN(CCc4ccccc4)CC3)cc2)[C@@H](C)C1=O,4%,i,1%,-1%,-1%,10%,5%,i,2%
COc1ccc(CCNC(=O)CCNC(=O)c2ccco2)cc1,-2%,i,?,?,-5%,2%,3%,13,1%
CCCCC[C@H]1CN(CCCC)C(=O)[C@@H]1CC(=O)NCc1ccc(OC)cc1,8%,i,-13%,?,0%&-13%,11%,2%,-21,-21%
O=S(=O)(Nc1ccc(-c2ccc3nncn3n2)cc1)c1cccc(F)c1,15%,i,-8%,-20%,17%,-12%,0%,6,0%
C1=CC2c3ccccc3NC(c3ccncc3)C2C1 (stereo unspecified),15%,?,-2%,-23%,1%,-1%,-6%,-107*,17%

# Profiles, looked up by structure. Order of values: MCF10A rereplic | S2 tox | SW480 rereplic | KB-V1 cytotox | KB-3-1 tox | HT1080 IDH1KD tx | HT1080NT lethal | IL1B secr inh | ATXN2 expr inh
# CCOc1ccc(C(=O)NCC(=O)OCC(=O)N2CCC(C)CC2)cc1 is listed as -5% | i | 0% | 0% | 3% | 8% | 2% | -1 | 4%
# COc1cc(C2c3c(oc4cc(C)c(C)cc4c3=O)C(=O)N2CCCN2CCOCC2)ccc1O (stereo unspecified) is listed as . | i | . | -11% | 2% | . | . | . | 2%
# O=c1c2ccccc2nc(SCc2nc(-c3ccccc3)no2)n1-c1ccc(F)cc1 is listed as ? | i | 1% | ? | -25% | 0% | 9% | -10 | -13%
# CCOC(=O)c1c(C2CC2)csc1NC(=O)CSCc1c(C)noc1C is listed as ? | i | 4% | ? | -9% | -8% | -13% | -2 | -6%

# Next results.
SMILES,MCF10A rereplic,S2 tox,SW480 rereplic,KB-V1 cytotox,KB-3-1 tox,HT1080 IDH1KD tx,HT1080NT lethal,IL1B secr inh,ATXN2 expr inh
CC(=O)NC(CC(=O)N(C)Cc1cccc(Cl)c1Cl)c1ccccc1 (stereo unspecified),17%,i,4%,?,0%,-15%,17%,6,4%
CCCC(=O)Nc1nc2ccc(S(N)(=O)=O)cc2s1,1%,i,-9%,?,-3%,8%,-2%,-8,5%
Cc1nn(-c2ccccc2)nc1-c1nnc(-c2ccc(C(F)(F)F)cc2)o1,-1%,i,-7%,8%,-2%,1%,0%,12,22%
CCOC(=O)C1CCCN(C(=O)c2cc3nc(-c4cccc(OC)c4)cc(C(F)(F)F)n3n2)C1 (stereo unspecified),-1%,i,-5%,-2%,4%,7%,6%,-15,-25%
O=C(Nc1ccccc1O)c1ccc2c(c1)C(=O)N(c1ccccc1)C2=O,-3%,i,-11%,8%,-3%,29%,21%,-4,-10%
Cc1cc(C)c(NC(=O)CN2C(=O)CC(C)S(=O)(=O)c3ccccc32)c(C)c1 (stereo unspecified),-1%,i,-6%,22%,3%,3%,8%,-15,13%
CC(=O)N(Cc1cccnc1)Cc1cc2ccccc2[nH]c1=O,-1%,i,-7%,0%,2%,-6%,0%,10,4%
NS(=O)(=O)c1ccc(NC=C2C(=O)OC3(CCCCC3)OC2=O)cc1,?,i,1%,-14%,-11%,-20%,-10%,-2,0%
O=C(O)c1ccc(COc2c(F)c(F)cc(F)c2F)cc1,0%,i,2%,-7%,4%,-5%,-14%,-4,1%
CCOC(=O)C(CSCc1ccccc1)NC(=O)OC(C)(C)C (stereo unspecified),?,i,28%,-15%,1%,2%,0%,-6,5%
Cc1c(OCC(=O)NC(Cc2c[nH]c3ccc(O)cc23)C(=O)O)ccc2c3c(c(=O)oc12)CCC3 (stereo unspecified),-5%,i,-11%,-3%,1%,20%,22%,10,-2%
COC(=O)[C@@]12C[C@@H](CC(=O)NCc3ccccc3)C(=O)N(Cc3ccccc3)C1=CCC(C)(C)C2,.,.,.,21µM*,?,-21%,?,-60*,.
C=CCN(c1nc(C)c(Br)c(OC)n1)S(=O)(=O)c1ccc(C)cc1,-1%,i,-6%,-4%,2%,0%,0%,18,3%
COc1ccc(N2C(=O)CC(Sc3ncccc3C(=O)O)C2=O)cc1 (stereo unspecified),-12%,i,-6%,8%,8%,0%,0%,9,-1%
CCN1CCN(C(=O)c2ccc(CNS(=O)(=O)c3cccc(OC)c3)cc2)CC1,13%,i,-5%,.,.,8%,-1%,16,0%
O=C(c1cccn2c(=O)c3ccccc3nc12)N1CCN(Cc2ccc3c(c2)OCO3)CC1,28%,i,-1%,-12%,4%,-4%,13%,-11,3%

# Assay outcomes: PubChem BioAssay, National Center for Advancing Translational Sciences (NCATS)
